VCAM1 TNFa inh: reduces TNF alpha induced VCAM1 expression in HUVEC | 95,000 tested, 0.48% active | AID 802 | inhibition, % at 2 µM | HUVEC TNFa-induced VCAM-1 immunofluorescence, high-content imaging;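 active = inhibition above the batch mean plus 3 SD, with images confirmed as a hit by eye, cut at about 37% in these data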;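 note: 0% = TNF-stimulated DMSO wells and 100% = unstimulated control wells; not every result past the cut was called active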
cytoskel mod: modifiers of cytoskeleton assembly | HUVEC TNFa F-actin phalloidin imaging, high content | inhibition, % at 2 µM | 91,000 tested, 0.18% active;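 active = inhibition above the batch mean plus 3 SD and confirmed as a hit by visual image inspection, cut at about 30% in these data, passing the limit was not always enough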; note: strong numbers were not always called active
Pyk2 oligo antag: Pyk2 (human) oligomerization antagonism. Q14289. Q293 cells, Pyk2 FERM NanoBiT luminescence; active compounds read low. z-score (the deposit names both 25 µM and 10 µM). 99,000 tested, 0.83% active. AID 1347419;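 active = Z-score of -3 or lower, scaled per plate to the spread of control and sample wells; inactive = z-score above -3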;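 note: negative z-score means lost luminescence so less FERM oligomerization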
Lung fibro prol: blocks proliferation of human lung fibroblasts. LL 47 human lung fibroblast viability, ATP luminescence; active compounds read low. 85,000 tested, 1.1% active. viability, % at 10 µM;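 active = viability at or below 50% in the single dose screen; inactive = viability above 50%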;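 note: compound exposure lasted 72 h before the ATP readout; 100% = median luminescence of untreated cell-only wells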
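Material: Human LL 47 lung fibroblast cells | Input: 1,150 cells/well | Buffer or medium: IMEM plus 15% FBS | Compound dosing: 0.1% DMSO in all compound wells | Times: Overnight cell rest, 72 h compound treatment at 37 °C | Signal: CellTiter-Glo luminescence measuring cellular ATP | Measure: % viability versus median cells-only luminescence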
Smad3 inh: Smad3 (human) transcription factor binding inhibition; P84022; TR-FRET Smad3/Dy647-FoxH1 peptide binding, europium anti-His; inhibition, % at 25 µM; 88,000 tested, 0.29% active;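 active = compounds that reduce the energy-transfer binding signal between the protein and its labelled peptide by more than half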;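 note: 0% = Smad3 plus labelled peptide maximal FRET and 100% = peptide-only background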
Target sequence (P84022 whole entry, looked up): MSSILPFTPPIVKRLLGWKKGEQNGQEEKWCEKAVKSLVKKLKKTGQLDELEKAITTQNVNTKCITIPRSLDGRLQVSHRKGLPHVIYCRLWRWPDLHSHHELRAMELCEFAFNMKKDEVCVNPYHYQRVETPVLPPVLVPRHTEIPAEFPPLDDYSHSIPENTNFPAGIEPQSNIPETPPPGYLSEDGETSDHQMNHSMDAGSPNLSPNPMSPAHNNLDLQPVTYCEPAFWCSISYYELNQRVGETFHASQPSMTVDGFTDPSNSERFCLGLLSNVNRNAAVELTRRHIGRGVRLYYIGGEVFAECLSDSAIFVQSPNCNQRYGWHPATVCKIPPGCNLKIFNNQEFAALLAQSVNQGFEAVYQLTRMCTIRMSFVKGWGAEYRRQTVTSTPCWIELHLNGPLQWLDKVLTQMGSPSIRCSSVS
H69AR inhibit: blocks growth of human H69AR lung tumor cells; H69AR lung tumor viability, ATP luminescence, 72 h; active compounds read low; viability, % at 10 µM; 85,000 tested, 6% active;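 active = viability at or below 40%; inactive = viability above 40%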;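 note: multidrug resistant small cell line overexpressing MRP-1 efflux transporter; 100% = mean luminescence of untreated control wells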
TNFa cytotox: toxic to HUVEC cells under TNF alpha stimulation | HUVEC TNFalpha-stimulated, Hoechst cell count, imaging | cell count reduction, % at 2 µM | 93,000 tested, 0.17% active;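 active = cell count reduction exceeding the screen mean by over 5 SD, scaled to untreated wells per plate, cut at about 78% in these data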;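 note: cells counted after 24 h of TNF alpha exposure following the 1 h pretreatment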
IL1B cytotox: toxic to HUVEC cells under IL-1B stimulation; HUVEC cell count loss, Hoechst imaging, IL-1B stimulated; cell count reduction, % at 2 µM; 94,000 tested, 0.41% active; AID 845;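 active = cell count reduction more than 3 SD above the screen-wide mean, cut at about 70% in these data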;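 note: normalized per plate to untreated control cells as the no-loss baseline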
HUVEC prolif 384: inhibitors of human endothelial cell proliferation | HUVEC proliferation, CellTiter-Glo luminescence, 72 h; active compounds read low | viability, % at 10 µM (by protocol) | 86,000 tested, 1.1% active;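 active = viability at or below 30%; inactive = viability above 30%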;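 note: 100% = median luminescence of DMSO-only cell control wells on each plate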
An asterisk follows results filed as active; · = not tested or not shown; [ ] = remark or other dose.

nr	mol	VCAM1 TNFa inh	cytoskel mod	Pyk2 oligo antag	Lung fibro prol	Smad3 inh
1	CCCCN(CC)C(=O)CSc1nc2ccccc2c(=O)n1CC1COc2ccccc2O1 (stereo not drawn)	10	-20	-2.2	89	-2
2	O=C(c1ccc2snnc2c1)N1CCCCC1	-4	-11	0.03	104	8[fluorescence artefact?]
3	OCCSc1c(F)c(SCCO)c(SCCO)c(F)c1SCCO	-1	4	-0.07	102	-6
4	COc1ccc(N2CCN(C(=O)c3csc4ccccc34)CC2)cc1	30	-7	-0.01	·	·
5	CN(C)Cc1ccccc1C1(O)c2ccccc2CSc2ccccc21 (stereo not drawn)	4	-10	-0.91	·	·
6	O=C(Nc1ccc(Cn2nnc3ccccc32)cc1)c1ccco1	-2	-22	0.83	100	-1[fluorescence artefact?]
7	CC(C)C(NC(=O)c1ccco1)C(=O)NCC(c1ccco1)N(C)C (stereo not drawn)	-5	0	2.2	·	·
8	O=C(O)c1cccc(S(=O)(=O)N2Cc3ccccc3C2)c1	1	-4	0.33	96	0
9	O=C(O)C1C(c2ccccc2)C(C(=O)N2CCOCC2)C1c1ccccc1 (stereo not drawn)	5	42	-0.26	104	-10
10	COC(=O)c1ccccc1NC(=O)CSc1nnc(-c2ccc(OC)cc2)n1C	-21	8	-0.08	107	-4
11	CC1CC(C)CN(CCCNC(=O)C2CCCN(c3nnc(N4CCCC4=O)s3)C2)C1 (stereo not drawn)	12	14	0.51	108	8
12	O=C1C(c2ccncc2)N(CCC2=CCCCC2)C(=O)CN1C1CCCCC1 (stereo not drawn)	-2	-1	0.19	86	4

nr	H69AR inhibit	TNFa cytotox	IL1B cytotox	HUVEC prolif 384
1	61	0	-1	90
2	100	-13	-39	93
3	89	-7	-1	107
4	·	-17	-70	·
5	·	12	-1	·
6	95	-15	-30	94
7	·	-10	3	·
8	82	-2	30	87
9	90	-18	-146	104
10	94	9	28	96
11	90	11	23	97
12	79	-14	7	94

Ordered by molar mass (rising): three of the compounds above.
nr	mol	VCAM1 TNFa inh	cytoskel mod	Pyk2 oligo antag	Lung fibro prol	Smad3 inh
4	COc1ccc(N2CCN(C(=O)c3csc4ccccc34)CC2)cc1	30	-7	-0.01	·	·
12	O=C1C(c2ccncc2)N(CCC2=CCCCC2)C(=O)CN1C1CCCCC1 (stereo not drawn)	-2	-1	0.19	86	4
3	OCCSc1c(F)c(SCCO)c(SCCO)c(F)c1SCCO	-1	4	-0.07	102	-6

nr	H69AR inhibit	TNFa cytotox	IL1B cytotox	HUVEC prolif 384
4	·	-17	-70	·
12	79	-14	7	94
3	89	-7	-1	107

Next part.
nr	mol	VCAM1 TNFa inh	cytoskel mod	Pyk2 oligo antag	Lung fibro prol	Smad3 inh
13	Cc1cc(NC(=O)C2CC(c3ccc(F)cc3)=NO2)no1 (stereo not drawn)	4	8	·	98	10[fluorescence artefact?]
14	CCN(CC)C(=O)c1ccc(S(=O)(=O)N2CCC(c3nc4ccccc4s3)CC2)cc1	·	·	-1.2	96	0
15	Cc1noc(/C=C/N(C)C)c1S(=O)(=O)N1CCCC(C(=O)Nc2ccc3c(c2)OCO3)C1 (stereo not drawn)	0	14	·	90	15
16	CC(C)(C)NC(=O)C1CN(S(=O)(=O)c2ccccc2)CCN1S(=O)(=O)c1ccccc1 (stereo not drawn)	·	·	-0.36	99	3
17	O=S(=O)(c1ccc2c(c1)OCCO2)N1CCN(c2cccc(Cl)c2)CC1	-7	14	-3.9*	103	5
18	O=C(O)C1CC1c1ccc(Br)cc1 (stereo not drawn)	7	14	0.31	·	-2
19	Cc1cc(C)c(S(=O)(=O)N2CCCCC2)c(C)c1-n1ncnn1	-11	-22	-0.67	103	2
20	COc1ccc(N(C(=O)C(C)C)S(=O)(=O)c2cccs2)cc1	5	1	-1.1	81	-4
21	CCCSC1=C(C#N)C(c2ccccc2OCC)CC(=O)N1 (stereo not drawn)	-22	-21	-2	91	3
22	O=C(COC(=O)c1ccccc1Nc1ccccc1)NCc1ccco1	7	20	-0.78	91	19[fluorescence artefact?]
23	CCC(Sc1nc2c(cnn2-c2ccccc2)c(=O)[nH]1)C(=O)OC (stereo not drawn)	1	4	·	93	4
24	O=C(CSc1n[nH]c(-c2cccs2)n1)N1CCN(S(=O)(=O)c2ccc3ccccc3c2)CC1	9	7	1.5	91	-5

nr	H69AR inhibit	TNFa cytotox	IL1B cytotox	HUVEC prolif 384
13	93	-22	0	93
14	48	·	-37	82
15	97	-25	-15	76
16	83	·	·	94
17	95	-15	-8	108
18	111	-16	32	98
19	93	4	-26	84
20	17*	-4	6	65
21	72	0	2	81
22	94	-35	16	85
23	80	-14	-4	91
24	102	-17	-9	81

(list continues)
nr	mol	VCAM1 TNFa inh	cytoskel mod	Pyk2 oligo antag	Lung fibro prol	Smad3 inh
25	O=C(c1cccc(Cl)c1)N1CCN(c2ccccn2)CC1	-6	3	0.28	97	0
26	C=CCn1c(SCC(=O)NCCOC)nc2scc(-c3ccco3)c2c1=O	3	-4	-0.02	·	-5
27	O=C1N=C(N2CCCCC2)SC1=C1CCCCC1	-9	18	-0.24	99	15
28	CCc1ccccc1NS(=O)(=O)c1ccc2[nH]cc(C(=O)NCc3ccco3)c(=O)c2c1	0	3	-0.47	89	11
29	Cc1ccc(-c2csc(/C(C#N)=C(\O)CN3CCN(C(=O)c4ccco4)CC3)n2)cc1	·	·	0.15	97	3
30	COc1ccc(C(=O)Nc2ccccc2N2CCOCC2)cc1Br	·	·	-1	98	4
31	O=C(CN1CCN(S(=O)(=O)c2ccc(Br)cc2)CC1)Nc1ccc2c(c1)OCO2	-6	12	0.37	·	·
32	CCC(C)Nc1nc(-c2cccc(OC)c2O)nc2ccccc12 (stereo not drawn)	10	-20	-2.2	75	9
33	CC(C)(C)SCCNC(=O)COc1ccc(Cl)cc1	-13	-8	0.09	103	1
34	O=C(C1Cc2ccccc2CN1S(=O)(=O)c1ccc(F)cc1)N1CCCCC1 (stereo not drawn)	15	-5	0.33	91	6[fluorescence artefact?]
35	CCN1CCN(C(=O)Nc2ccccc2OC)CC1	-4	6	0.28	91	-8
36	CCOC(=O)c1sc(C(=O)OCC)c(OCCO)c1OCCO	6	10	0.16	102	7

nr	H69AR inhibit	TNFa cytotox	IL1B cytotox	HUVEC prolif 384
25	100	-14	-7	101
26	82	-38	-17	104
27	80	·	-6	96
28	70	-16	-14	28*
29	105	·	·	93
30	94	·	-20	117
31	·	-13	2	·
32	4.9*	-16	19	55
33	97	-16	19	96
34	99	-13	20	92
35	84	1	92*	77
36	103	-11	19	99

Following part:
nr	mol	VCAM1 TNFa inh	cytoskel mod	Pyk2 oligo antag	Lung fibro prol	Smad3 inh
37	COc1ccc(-c2nnc3ccc(SCC(=O)N4CCCCC4)nn23)cc1OC	·	·	·	94	-3
38	CC(=O)c1ccc(C(=O)Nc2ccc(N3CCOCC3)cc2)cc1	-5	·	0.33	106	11
39	Cc1ccc(C)n1NC(=O)c1ccc(Cl)cc1	11	-4	-0.09	88	10
40	CCOC(=O)c1c(NC(=O)CC)sc(C(C)=O)c1C	-53	13	0.61	103	6[fluorescence artefact?]
41	Cc1nc(SCc2nc3ccccc3[nH]2)c2oc3ccccc3c2n1	24	-14	-1.6	90	13
42	CCCCNC(=O)c1onc(CSc2ccc(C(C)C)cc2)c1C(=O)O	-3	-31	·	·	·
43	O=C(O)C1CC(=O)N(c2ccc(OCc3ccc(Cl)cc3Cl)cc2)C1 (stereo not drawn)	-12	-7	0.18	104	6
44	COc1nc(C)nc2c1ccc1ccccc12	6	-7	1.1	92	8
45	NS(=O)(=O)c1cc2c(cc1Cl)NC(C1C[C@H]3C=C[C@@H]1C3)NS2(=O)=O (stereo partly drawn)	·	·	·	98	0
46	O=C(NCCc1ccc(Cl)cc1)C1CCC(=O)N1Cc1ccccc1Cl (stereo not drawn)	-2	-16	-1.4	98	17
47	CCOC(=O)C1=NN(c2ccc(Cl)cc2)C(c2ccccc2)CC1=O (stereo not drawn)	25	28	-0.13	90	5
48	C=CCOc1ccc(CNc2nn[nH]n2)cc1OC	-33	12	-0.36	·	·
49	CCCN(CCC)C(=O)C1CCN(c2cc(C)nc3c(-c4ccc(OC)c(OC)c4)c(C)nn23)CC1	11	15	·	95	9
50	CCN(CC)C(=O)COc1ccc(S(=O)(=O)N2CCOCC2)cc1	3	-4	0.63	103	9
51	Cc1cc(C(=O)N(C)Cc2ccc(Br)cc2)no1	·	·	0.34	97	11[fluorescence artefact?]

nr	H69AR inhibit	TNFa cytotox	IL1B cytotox	HUVEC prolif 384
37	76	·	·	91
38	96	1	-32	111
39	90	10	9	91
40	82	-41	-17	103
41	65	2	5	87
42	·	10	-24	·
43	95	1	·	73
44	104	8	-37	91
45	106	·	·	108
46	94	10	17	103
47	77	-32	-10	89
48	·	-30	8	·
49	34*	-7	-18	94
50	100	-10	-8	103
51	99	·	·	96

Structural class, the compounds so far with a halogen (15)
nr	mol	VCAM1 TNFa inh	cytoskel mod	Pyk2 oligo antag	Lung fibro prol	Smad3 inh
3	OCCSc1c(F)c(SCCO)c(SCCO)c(F)c1SCCO	-1	4	-0.07	102	-6
13	Cc1cc(NC(=O)C2CC(c3ccc(F)cc3)=NO2)no1 (stereo not drawn)	4	8	·	98	10[fluorescence artefact?]
17	O=S(=O)(c1ccc2c(c1)OCCO2)N1CCN(c2cccc(Cl)c2)CC1	-7	14	-3.9*	103	5
18	O=C(O)C1CC1c1ccc(Br)cc1 (stereo not drawn)	7	14	0.31	·	-2
25	O=C(c1cccc(Cl)c1)N1CCN(c2ccccn2)CC1	-6	3	0.28	97	0
30	COc1ccc(C(=O)Nc2ccccc2N2CCOCC2)cc1Br	·	·	-1	98	4
31	O=C(CN1CCN(S(=O)(=O)c2ccc(Br)cc2)CC1)Nc1ccc2c(c1)OCO2	-6	12	0.37	·	·
33	CC(C)(C)SCCNC(=O)COc1ccc(Cl)cc1	-13	-8	0.09	103	1
34	O=C(C1Cc2ccccc2CN1S(=O)(=O)c1ccc(F)cc1)N1CCCCC1 (stereo not drawn)	15	-5	0.33	91	6[fluorescence artefact?]
39	Cc1ccc(C)n1NC(=O)c1ccc(Cl)cc1	11	-4	-0.09	88	10
43	O=C(O)C1CC(=O)N(c2ccc(OCc3ccc(Cl)cc3Cl)cc2)C1 (stereo not drawn)	-12	-7	0.18	104	6
45	NS(=O)(=O)c1cc2c(cc1Cl)NC(C1C[C@H]3C=C[C@@H]1C3)NS2(=O)=O (stereo partly drawn)	·	·	·	98	0
46	O=C(NCCc1ccc(Cl)cc1)C1CCC(=O)N1Cc1ccccc1Cl (stereo not drawn)	-2	-16	-1.4	98	17
47	CCOC(=O)C1=NN(c2ccc(Cl)cc2)C(c2ccccc2)CC1=O (stereo not drawn)	25	28	-0.13	90	5

nr	H69AR inhibit	TNFa cytotox	IL1B cytotox	HUVEC prolif 384
3	89	-7	-1	107
13	93	-22	0	93
17	95	-15	-8	108
18	111	-16	32	98
25	100	-14	-7	101
30	94	·	-20	117
31	·	-13	2	·
33	97	-16	19	96
34	99	-13	20	92
39	90	10	9	91
43	95	1	·	73
45	106	·	·	108
46	94	10	17	103
47	77	-32	-10	89

nr	mol	VCAM1 TNFa inh	cytoskel mod	Pyk2 oligo antag	Lung fibro prol	Smad3 inh
51	Cc1cc(C(=O)N(C)Cc2ccc(Br)cc2)no1	·	·	0.34	97	11[fluorescence artefact?]

nr	H69AR inhibit	TNFa cytotox	IL1B cytotox	HUVEC prolif 384
51	99	·	·	96

The list is partial; rates above refer to the full screens.
